Screens as filed in PubChem BioAssay.
DUSP3 inh – VHR1 phosphatase inhibitors, primary screen, biochemical, absorbance, uHTS; inhibition, % at 13.3 µM; Dual specificity protein phosphatase 3 (Homo sapiens), P51452; recombinant VHR phosphatase, pNPP absorbance; AID 1654, 2009; 0.52% of 290,000 active; in the data active means inhibition above about 50%; further: some compounds called inactive have numbers as strong as hits
Target sequence (P51452 whole entry, looked up): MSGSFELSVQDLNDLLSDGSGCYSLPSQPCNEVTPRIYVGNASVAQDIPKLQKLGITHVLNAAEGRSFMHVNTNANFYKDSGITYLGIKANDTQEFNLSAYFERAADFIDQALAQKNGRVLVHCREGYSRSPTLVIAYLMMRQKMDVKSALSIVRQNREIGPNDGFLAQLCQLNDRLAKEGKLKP
SARS 3CLpro inh – SARS-CoV 3CLpro protease inhibitors, primary screen, biochemical, quenched FRET | Replicase polyprotein 1ab (Severe acute respiratory syndrome coronavirus), P0C6X7 | recombinant SARS-CoV 3CLpro, quenched FRET peptide cleavage | inhibition, % at 6 µM | AID 1706, 2009 | 0.14% of 290,000 active; in the data active means inhibition above about 12%
PriA SSB inh – inhibitors of Klebsiella pneumoniae PriA binding to SSB C-terminal tail, primary screen, biochemical, AlphaScreen | PriA–SSB C-terminal tail interaction (Klebsiella pneumoniae) | AlphaScreen SSBct-PriA binding, biotinylated peptide | inhibition, % at 33 µM | 0.6% of 430,000 active | AID 1272365, 2023; in the data active means inhibition mostly above about 37%, no sharp cut-off; inactive means mostly below about 20%;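 further: plate controls were negative control peptide for no effect and reference peptide for full effect; strong numbers were not always called active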
Vc quorum ag – inducers of Vibrio cholerae quorum light production without autoinducers, primary screen, BH1578 luxS cqsA deficient, single point. AID 588436, 2011. activation, % at 18.7 µM. 0.16% of 350,000 active. V. cholerae BH1578 lux reporter, luminescence, 6 h; in the data active means activation mostly above about 9.7%, no sharp cut-off; further: not every result past the cut was called active; inactives centre near 0; reference of the scale not given here
Rv3671c protease – Rv3671c serine protease inhibitors, primary screen, biochemical, fluorescence polarization, M. tuberculosis H37Rv; AID 2606, 2010; 0.048% of 320,000 active; P9WHR9; inhibition, % at 5.96 µM; in the data active means inhibition above about 38%;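 further: extracellular domain of Rv3671c used as enzyme; 0% = enzyme with DMSO and 100% = no enzyme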
Target sequence (P9WHR9 whole entry, looked up, the tested form may be a part): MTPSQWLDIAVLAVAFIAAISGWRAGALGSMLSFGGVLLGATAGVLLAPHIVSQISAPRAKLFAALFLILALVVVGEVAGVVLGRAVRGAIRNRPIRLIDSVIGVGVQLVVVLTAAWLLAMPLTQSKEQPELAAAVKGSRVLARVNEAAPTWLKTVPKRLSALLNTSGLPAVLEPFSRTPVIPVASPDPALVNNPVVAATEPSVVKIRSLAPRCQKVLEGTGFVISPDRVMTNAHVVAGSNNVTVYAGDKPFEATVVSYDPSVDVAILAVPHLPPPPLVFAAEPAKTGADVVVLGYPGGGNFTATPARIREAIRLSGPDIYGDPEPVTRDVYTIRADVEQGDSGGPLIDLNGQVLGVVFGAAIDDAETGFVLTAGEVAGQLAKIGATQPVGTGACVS
MazEF act – activators of E. coli MazEF toxin-antitoxin RNase, primary screen, biochemical, fluorescence, uHTS; Endoribonuclease toxin MazF (Escherichia coli (strain K12)), P0AE70; FAM/BHQ RNA-DNA oligo cleavage fluorescence, 5 h; activation, % at 20 µM; 0.32% of 350,000 active; AID 504720, 2011; in the data active means activation above about 50%
FBA Mtb inh – Mtb FBA enzyme inhibitors, primary screen, biochemical, fluorescence, strain H37Rv; Fructose-bisphosphate aldolase (Mycobacterium tuberculosis (strain ATCC 25618 / H37Rv)), …; purified M. tuberculosis FBA, fluorescence read-out; inhibition, % at 1 µM; 2.3% of 360,000 active; AID 588726, 2011; in the data active means inhibition above about 27%;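 further: 0% = vehicle and 100% = reference inhibitor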
GDH-TPI inh – GDH-TPI coupling enzyme inhibitors, primary screen, artefact control for M. tuberculosis FBA inhibitor project, biochemical, absorbance, full deck; GDH-TPI coupled enzyme counterscreen, NADH absorbance; inhibition, % at 4.8 µM; 1.2% of 360,000 active; AID 588335, 2011; in the data active means inhibition above about 30%;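 further: 0% = DMSO wells and 100% = wells lacking the enzyme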
Mtb BioA inh – M. tuberculosis BioA enzyme inhibitors, primary screen, biochemical, plate reader, single point, HTS; 0.096% of 360,000 active; purified M. tuberculosis BioA enzyme; AID 602481, 2012; inhibition, % at 9.99 µM; in the data active means inhibition above about 40%
UGM FP inh – M. tuberculosis UGM enzyme inhibitors, primary screen, biochemical, fluorescence polarization, single point. AID 504406, 2011. inhibition, % at 10 µM. purified UGM, fluorescence polarization probe displacement. UDP-galactopyranose mutase (Mycobacterium tuberculosis (strain ATCC 25618 / H37Rv)), …. 0.06% of 320,000 active; in the data active means inhibition above about 10%, passing the limit was not always enough
Target sequence (P9WIQ1 whole entry, looked up): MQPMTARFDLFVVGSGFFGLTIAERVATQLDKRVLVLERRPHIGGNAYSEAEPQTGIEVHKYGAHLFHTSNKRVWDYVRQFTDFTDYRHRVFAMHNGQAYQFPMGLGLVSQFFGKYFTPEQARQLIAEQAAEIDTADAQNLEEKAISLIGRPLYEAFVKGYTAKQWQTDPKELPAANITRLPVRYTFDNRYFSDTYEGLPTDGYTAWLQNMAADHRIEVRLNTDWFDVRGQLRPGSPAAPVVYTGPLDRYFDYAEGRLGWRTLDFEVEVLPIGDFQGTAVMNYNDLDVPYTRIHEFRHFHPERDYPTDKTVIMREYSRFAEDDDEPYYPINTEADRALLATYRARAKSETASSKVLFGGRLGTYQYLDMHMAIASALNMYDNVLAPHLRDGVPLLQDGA
An asterisk follows results filed as active.

CC(C)(C)OC(=O)N(Cc1ccccc1)Cc1ccccc1OCc1ccc(NC(=O)C2CCC2)cc1 was read as PriA SSB inh 5.9, Vc quorum ag -1.5, MazEF act -33.6, FBA Mtb inh -4.8, GDH-TPI inh 6.4 and Mtb BioA inh -1.8.
Cc1ccc(N/C=C2\C(=O)N(c3ccc(F)cc3F)C(c3cccnc3)S2(=O)=O)cc1 (centres undefined) was read as DUSP3 inh 16.5, SARS 3CLpro inh 2.1, PriA SSB inh -4.2, Vc quorum ag -0.4, Rv3671c protease -7.8, MazEF act 0.7, FBA Mtb inh 3.3, GDH-TPI inh 66.0* and UGM FP inh 2.8.
Screening CC(NCC(=O)Nc1ccccc1C(=O)NC1CC1)c1cccc(C(F)(F)F)c1 (centres undefined) returned PriA SSB inh -0.1, Vc quorum ag -1.6, Rv3671c protease -11.3, MazEF act 2.8, FBA Mtb inh 1.7, GDH-TPI inh 6.4, Mtb BioA inh 3.3 and UGM FP inh 0.9.
CC(=O)Nc1c(O)nc(SCC(=O)Nc2nnc(SCc3ccccc3)s2)[nH]c1=O was read as DUSP3 inh -15.2, SARS 3CLpro inh 1.4, PriA SSB inh 12.6, Vc quorum ag inactive, Rv3671c protease -29.6, MazEF act -5.5, FBA Mtb inh 0.2, GDH-TPI inh 12.2 and UGM FP inh -0.3.
`NC(=O)C1CC(=O)N(c2ccc(OCC(=O)Nc3ccc(Cl)cc3)cc2)C1` (centres undefined) gave DUSP3 inh 6.4, SARS 3CLpro inh 1.4, PriA SSB inh -9.6, Vc quorum ag -4.4, Rv3671c protease 9.0, MazEF act 8.4, FBA Mtb inh 2.7, GDH-TPI inh -2.2, Mtb BioA inh -1.5 and UGM FP inh -1.1.
Screening Cc1ccc([N+](=O)[O-])cc1S(=O)(=O)Nc1ccc(C(=O)NCC2CCCO2)cc1 (centres undefined) returned PriA SSB inh -6.0, Vc quorum ag 0.7, Rv3671c protease -12.3, MazEF act 1.6, FBA Mtb inh 0.4, GDH-TPI inh 9.1, Mtb BioA inh -7.5 and UGM FP inh 3.9.
For O=C(NCCC1CCCCN1S(=O)(=O)c1ccc(F)cc1)C(=O)NCc1cccnc1 (centres undefined) the results were PriA SSB inh -2.5, Vc quorum ag inactive, Rv3671c protease -2.9, MazEF act 2.1, FBA Mtb inh 1.0, GDH-TPI inh -2.2, Mtb BioA inh -1.6 and UGM FP inh 1.3.
For CCCn1c(-c2ccc(F)cc2)cnc1SCC(=O)O the results were DUSP3 inh 19.7, SARS 3CLpro inh -0.5, PriA SSB inh -13.1, Vc quorum ag -0.3, Rv3671c protease 4.2, MazEF act -4.5, FBA Mtb inh -1.9, GDH-TPI inh 4.3, Mtb BioA inh -2.5 and UGM FP inh 0.0.
`CCOC(=O)Nc1sc(C(=O)N(C)C)c(C)c1C(=O)OCC` gave DUSP3 inh 13.0, SARS 3CLpro inh -4.4, PriA SSB inh -15.1, Vc quorum ag -12.5, Rv3671c protease -0.8, MazEF act 3.7, FBA Mtb inh -0.8, GDH-TPI inh 7.9 and UGM FP inh 3.5.
`O=C(CN1C(=O)NC2(CCc3ccccc3C2)C1=O)Nc1ccc(Cl)cc1F` (centres undefined) gave DUSP3 inh 27.7, SARS 3CLpro inh 6.0, PriA SSB inh -1.2, Vc quorum ag inactive, Rv3671c protease -5.3, MazEF act 8.2, FBA Mtb inh -1.2, GDH-TPI inh 7.7 and UGM FP inh 8.3.
For CCOc1ccccc1CNC(=O)CN1C(=O)CSc2ccc(S(=O)(=O)N3CCOCC3)cc21 the results were DUSP3 inh 14.9, SARS 3CLpro inh -3.3, PriA SSB inh -11.8, Vc quorum ag -0.3, Rv3671c protease -2.8, MazEF act 0.4, FBA Mtb inh -1.1, GDH-TPI inh 0.0, Mtb BioA inh 1.3 and UGM FP inh 0.4.
Screening Cc1ccccc1-c1cnc(C(O)c2cc(Cl)cc(Cl)c2)[nH]1 (centres undefined) returned Vc quorum ag inactive, FBA Mtb inh -0.2, GDH-TPI inh 5.3 and Mtb BioA inh -1.0.
`COc1ccc(C(C)=O)cc1COc1ccc(F)cc1` gave DUSP3 inh -2.7, SARS 3CLpro inh 5.8, PriA SSB inh -37.2, Vc quorum ag 0.4, Rv3671c protease -3.4, MazEF act -4.5, FBA Mtb inh -1.1, GDH-TPI inh -0.3 and UGM FP inh 1.3.
Screening CCN(CC)CCn1c(NS(=O)(=O)c2ccc(Cl)cc2)nc2ccccc21 returned DUSP3 inh 22.2, SARS 3CLpro inh -8.3, PriA SSB inh -16.1, Vc quorum ag inactive, Rv3671c protease -1.6, MazEF act 5.6, FBA Mtb inh -0.9, GDH-TPI inh -7.6, Mtb BioA inh 0.3 and UGM FP inh 3.4.
For Cc1csc(-c2cccnc2)n1 the results were DUSP3 inh -8.4, SARS 3CLpro inh 5.7, PriA SSB inh -3.6, Vc quorum ag -1.6, Rv3671c protease -1.3, MazEF act -8.0, FBA Mtb inh 2.9, GDH-TPI inh -8.2 and UGM FP inh 0.5.
CC(C)NS(=O)(=O)c1ccc(OCC(=O)NCc2cccnc2)cc1 was read as DUSP3 inh 19.2, SARS 3CLpro inh 3.1, PriA SSB inh -2.7, Vc quorum ag inactive, Rv3671c protease -3.3, MazEF act 2.8, FBA Mtb inh 2.0, GDH-TPI inh 6.7, Mtb BioA inh -0.9 and UGM FP inh -3.1.
CN(C(=O)CN1CCN(c2ccccc2F)CC1)C1CCCc2ccccc21 (centres undefined) was read as DUSP3 inh 30.7, SARS 3CLpro inh -3.2, PriA SSB inh 7.3, Vc quorum ag -0.3, Rv3671c protease -2.0, MazEF act 1.5, FBA Mtb inh -1.2, GDH-TPI inh -2.3, Mtb BioA inh -1.6 and UGM FP inh -2.1.
For O=C(CSc1nc2ccccc2o1)c1ccc2c(c1)OCCO2 the results were DUSP3 inh 13.4, SARS 3CLpro inh 5.1, PriA SSB inh -17.6, Vc quorum ag 0.7, Rv3671c protease -6.7, MazEF act 39.4, FBA Mtb inh 0.2, GDH-TPI inh 6.7, Mtb BioA inh -0.3 and UGM FP inh 1.4.
`CC(=O)N1CCN(CCN2C(C)=CC(=C(C#N)C#N)C=C2C)CC1` gave DUSP3 inh 31.8, SARS 3CLpro inh 3.3, PriA SSB inh -1.8, Vc quorum ag 0.5, Rv3671c protease -1.4, MazEF act 3.4, FBA Mtb inh 2.4, GDH-TPI inh 11.4, Mtb BioA inh 2.9 and UGM FP inh -2.7.
For CC(C)CCNC(=O)c1csc2c1CCCCC2 the results were DUSP3 inh 13.1, SARS 3CLpro inh -3.2, PriA SSB inh 0.1, Vc quorum ag -0.2, Rv3671c protease 5.1, MazEF act 0.1, FBA Mtb inh 1.1, GDH-TPI inh -11.6 and UGM FP inh 0.7.
For CNC(=O)COc1ccc(Nc2nnc(C)c3ccccc23)cc1 the results were DUSP3 inh 17.0, SARS 3CLpro inh -7.9, PriA SSB inh -2.7, Vc quorum ag -0.4, Rv3671c protease -2.6, MazEF act 15.0, FBA Mtb inh 2.1, GDH-TPI inh 11.5, Mtb BioA inh 8.9 and UGM FP inh -1.1.
CCC1(c2ccccc2)SCC(c2ccccc2)=NC1=O (centres undefined) was read as PriA SSB inh -11.3, Vc quorum ag inactive, MazEF act -5.2, FBA Mtb inh -2.3, GDH-TPI inh 0.0 and Mtb BioA inh 0.1.
CC(C)Cn1c(N)c(C(=O)COC(=O)c2nccnc2N)c(=O)n(C)c1=O was read as PriA SSB inh 3.9, Vc quorum ag inactive, Rv3671c protease 3.2, MazEF act -4.6, FBA Mtb inh active, GDH-TPI inh 15.1, Mtb BioA inh -0.9 and UGM FP inh 2.5.
Screening CC1CCCN(C(=S)SCC(=O)O)C1 (centres undefined) returned DUSP3 inh -0.5, SARS 3CLpro inh -0.5, PriA SSB inh 1.5, Vc quorum ag 2.5, Rv3671c protease 3.0, MazEF act 1.9, FBA Mtb inh 4.0, GDH-TPI inh 4.4 and UGM FP inh -1.3.
For CC(OC(=O)c1cc(S(=O)(=O)N(C)C)ccc1N1CCCC1)C(=O)NCc1ccccc1 (centres undefined) the results were DUSP3 inh 14.0, SARS 3CLpro inh -4.8, PriA SSB inh -10.9, Vc quorum ag -0.7, Rv3671c protease 6.2, MazEF act 3.3, FBA Mtb inh 0.8, GDH-TPI inh -9.1, Mtb BioA inh -1.6 and UGM FP inh 0.8.
Screening CNC(=O)Nc1ccc(Cn2cc(C(F)(F)F)ccc2=O)cc1 returned DUSP3 inh 0.5, SARS 3CLpro inh 4.0, PriA SSB inh -3.7, Vc quorum ag -0.4, Rv3671c protease 3.5, MazEF act 2.4, FBA Mtb inh -1.1, GDH-TPI inh -2.9 and UGM FP inh 0.8.
CCCCCC(=O)NNC(=S)NC(C)=O was read as DUSP3 inh -0.9, SARS 3CLpro inh 0.7, PriA SSB inh 0.9, Vc quorum ag 1.6, Rv3671c protease -5.7, MazEF act 3.0, FBA Mtb inh -0.2, GDH-TPI inh 9.8 and UGM FP inh -0.9.
CCOc1ccccc1NS(=O)(=O)c1c(C)[nH]c(C)c1C(=O)N1CCCCC1 was read as DUSP3 inh 5.3, SARS 3CLpro inh -2.3, PriA SSB inh 9.1, Vc quorum ag -0.2, Rv3671c protease 3.3, MazEF act 3.0, FBA Mtb inh -2.1, GDH-TPI inh -0.8, Mtb BioA inh -2.4 and UGM FP inh 0.8.
CCOC(=O)c1cc(-c2ccccc2)sc1NC(=S)Nc1cc(C)ccn1 was read as DUSP3 inh 23.5, SARS 3CLpro inh 2.9, PriA SSB inh -6.7, Vc quorum ag inactive, Rv3671c protease 7.3, MazEF act 49.1, FBA Mtb inh 1.2, GDH-TPI inh -0.3, Mtb BioA inh -4.7 and UGM FP inh -1.3.
For CC(CNC1CCCCC1)OC(=O)c1ccccc1 (centres undefined) the results were PriA SSB inh -5.7, Vc quorum ag -3.6, Rv3671c protease -1.5, MazEF act 3.9, FBA Mtb inh -3.5, GDH-TPI inh 3.4 and Mtb BioA inh 0.3.

Nothing new here: 4 of the compounds above.
CCCCCC(=O)NNC(=S)NC(C)=O was read as DUSP3 inh -0.9, SARS 3CLpro inh 0.7, PriA SSB inh 0.9, Vc quorum ag 1.6, Rv3671c protease -5.7, MazEF act 3.0, FBA Mtb inh -0.2, GDH-TPI inh 9.8 and UGM FP inh -0.9.
CCOc1ccccc1NS(=O)(=O)c1c(C)[nH]c(C)c1C(=O)N1CCCCC1 was read as DUSP3 inh 5.3, SARS 3CLpro inh -2.3, PriA SSB inh 9.1, Vc quorum ag -0.2, Rv3671c protease 3.3, MazEF act 3.0, FBA Mtb inh -2.1, GDH-TPI inh -0.8, Mtb BioA inh -2.4 and UGM FP inh 0.8.
CCOC(=O)c1cc(-c2ccccc2)sc1NC(=S)Nc1cc(C)ccn1 was read as DUSP3 inh 23.5, SARS 3CLpro inh 2.9, PriA SSB inh -6.7, Vc quorum ag inactive, Rv3671c protease 7.3, MazEF act 49.1, FBA Mtb inh 1.2, GDH-TPI inh -0.3, Mtb BioA inh -4.7 and UGM FP inh -1.3.
For CC(CNC1CCCCC1)OC(=O)c1ccccc1 (centres undefined) the results were PriA SSB inh -5.7, Vc quorum ag -3.6, Rv3671c protease -1.5, MazEF act 3.9, FBA Mtb inh -3.5, GDH-TPI inh 3.4 and Mtb BioA inh 0.3.

Only part of the results is shown, so the mix of outcomes need not match the whole.
